Bioassay records as filed in PubChem.
LYPLA2 counter – LYPLA2 inhibitors, primary screen, counter-screen for PME1 inhibitor project, biochemical, fluorescence polarization, FP-Rh probe ABPP; Acyl-protein thioesterase 2 (Homo sapiens), O95372; inhibition, % at 5.9 µM; AID 2177, 2009; actives 0.38% (n = 320,000); recombinant LYPLA2;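 active = inhibition above the screen-wide mean plus 3 SD, limit set per campaign, cut at about 26% in these data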;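 also: 0% = LYPLA2 with DMSO and 100% = wells lacking LYPLA2 enzyme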
Target sequence (O95372 whole entry, looked up): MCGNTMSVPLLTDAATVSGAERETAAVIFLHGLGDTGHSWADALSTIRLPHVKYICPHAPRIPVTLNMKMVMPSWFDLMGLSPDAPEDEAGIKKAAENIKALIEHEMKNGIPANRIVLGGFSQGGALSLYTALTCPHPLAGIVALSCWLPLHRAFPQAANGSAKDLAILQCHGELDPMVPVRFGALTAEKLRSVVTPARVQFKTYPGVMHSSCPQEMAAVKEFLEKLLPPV
core dimer inh – inhibitors of HCV core protein dimerization, primary screen, biochemical, TR-FRET, high-throughput | TR-FRET GST/Flag-core106 dimerization, 1536-well | inhibition, % at 5 µM | actives 0.33% (n = 300,000) | AID 1899, 2009;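 active = inhibition above the mean of all tested compounds plus 3 SD, set per screening campaign, cut at about 45% in these data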
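System: GST/Flag-tagged HCV core106 proteins. Incubation: compound-protein-antibody incubation 4 h at 22.5 °C. Technique: HTRF with 340 nm excitation, 617/671 nm emission. Medium: KF-containing HEPES buffer, pH 7.45, DTT, CHAPS, BSA. Read-out: inhibition (%) from 671 over 617 nm ratio. Also added: Eu(K)-anti-GST 90 ng/mL plus XL665-anti-Flag 1 µg/mL.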
PP1 counter – PP1-alpha phosphatase inhibitors, primary screen, counter-screen for PP5 inhibitor project, biochemical, fluorescence, OMFP substrate, single point. Serine/threonine-protein phosphatase PP1-alpha catalytic subunit (Homo sapiens), P62136. purified PP1alpha. inhibition, % at 6.7 µM. actives 0.9% (n = 320,000). AID 2235, 2010;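 active = inhibition above the mean inhibition of all tested compounds plus 3 SD, computed separately for each screening campaign, cut at about 15% in these data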
Target sequence (P62136 whole entry, looked up): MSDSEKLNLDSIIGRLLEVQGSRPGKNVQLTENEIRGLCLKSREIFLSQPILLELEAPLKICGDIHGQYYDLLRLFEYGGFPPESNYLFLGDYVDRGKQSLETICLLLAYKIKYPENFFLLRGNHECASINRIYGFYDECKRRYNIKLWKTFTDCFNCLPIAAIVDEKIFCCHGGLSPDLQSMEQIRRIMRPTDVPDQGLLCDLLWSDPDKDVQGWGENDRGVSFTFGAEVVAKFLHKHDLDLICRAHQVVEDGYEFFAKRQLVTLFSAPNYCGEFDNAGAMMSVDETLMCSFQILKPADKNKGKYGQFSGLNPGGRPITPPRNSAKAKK
Efflux pump mplx – inhibitors of Candida efflux pumps in yeast, primary screen, S. cerevisiae, Nile Red, multiplex; S. cerevisiae Candida pump triplex; inhibition, % at 10 µM; actives 0.44% (n = 330,000); AID 485275, 2010;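 active = plate passing quality check with inhibition over a set limit, or well fluorescence over plate mean plus 4 SD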;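 also: Nile Red retained in pooled yeast measured as flow cytometry median fluorescence; 0% = buffer negative control and 100% = Enniatin B positive control; higher means more Nile Red kept so more efflux inhibition; some compounds called inactive have numbers as strong as hits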
PREPL inh – PREPL enzyme inhibitors, primary screen, biochemical, fluorescence polarization; Prolyl endopeptidase-like (Homo sapiens), Q4J6C6; recombinant PREPL, fluorescence polarization activity-based probe; inhibition, % at 5.96 µM; actives 0.68% (n = 320,000); in the data active = inhibition above about 43%;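 also: 0% = enzyme with DMSO and 100% = wells lacking enzyme; many of its hits are not listed in these tables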
TPT1 inh – Candida albicans TPT1 enzyme inhibitors, primary screen, biochemical, fluorescence polarization; recombinant caTPT1, FP RNA substrate dephosphorylation; inhibition, % at 5 µM; actives 0.81% (n = 300,000); AID 1962, 2009;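 active = inhibition above the mean of all tested compounds plus 3 SD, set per screening campaign, cut at about 24% in these data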;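 also: plate controls were DMSO alone for no effect and ferristatin control at 100 nM for full effect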
JMJD2C inh – inhibitors of GASC-1 histone demethylase, primary screen, biochemical, fluorescence, DELFIA europium | Lysine-specific demethylase 4C (Homo sapiens), Q9H3R0 | GST-JMJD2C(1-420) H3K9me3 demethylation | inhibition, % at 2.35 µM | actives 0.069% (n = 330,000);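 active = more than half of a compound's replicate wells show inhibition beyond 50%, single wells judged on their own value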;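 also: signal counts dimethyl H3K9 product captured on neutravidin plate; 0% = median of DMSO wells and 100% = 0.3 times that DMSO median; strong numbers were not always called active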
Target sequence (Q9H3R0 1-420 limits assumed): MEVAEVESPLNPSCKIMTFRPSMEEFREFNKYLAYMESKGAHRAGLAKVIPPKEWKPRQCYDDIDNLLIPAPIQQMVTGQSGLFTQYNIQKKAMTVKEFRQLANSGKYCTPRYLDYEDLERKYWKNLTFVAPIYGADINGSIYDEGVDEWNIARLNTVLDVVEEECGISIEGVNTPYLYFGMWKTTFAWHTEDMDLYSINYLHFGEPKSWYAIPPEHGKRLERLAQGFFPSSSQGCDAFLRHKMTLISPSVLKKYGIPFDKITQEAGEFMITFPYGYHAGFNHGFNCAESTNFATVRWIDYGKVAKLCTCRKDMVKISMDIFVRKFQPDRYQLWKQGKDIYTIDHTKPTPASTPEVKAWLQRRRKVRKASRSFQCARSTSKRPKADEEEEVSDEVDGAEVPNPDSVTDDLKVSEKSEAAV
PP5 primary – PP5 phosphatase inhibitors, primary screen, biochemical, fluorescence; inhibition, % at 6.7 µM; actives 0.18% (n = 320,000); Serine/threonine-protein phosphatase 5 (Homo sapiens), P53041; purified PP5c, OMFP substrate fluorescence;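 active = inhibition above the campaign's mean inhibition across all tested compounds plus 3 SD, cut at about 9.5% in these data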;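 also: 0% = DMSO only and 100% = 100 µM cantharidin control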
CTSL1 counter – Fasciola hepatica cathepsin L1 inhibitors, primary screen, counter-screen for PFM18AAP inhibitor project, biochemical, QFRET, fluorogenic peptide substrate; inhibition, % at 5.96 µM; recombinant F. hepatica cathepsin L1, Z-Leu-Arg-MCA fluorescence; actives 0.49% (n = 300,000);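 active = inhibition above the mean of all tested compounds plus 3 SD, set per screening campaign, cut at about 17% in these data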;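 also: 0% = plate median of test compound wells and 100% = 1 µM Z-Phe-Ala-diazomethylketone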
Active calls of the source: *; / = no result given.

SMILES	LYPLA2 counter	core dimer inh	PP1 counter	Efflux pump mplx	PREPL inh	TPT1 inh	JMJD2C inh	PP5 primary	CTSL1 counter
COc1ccccc1NC(=O)CSc1nnc(C)n1CC1CCCO1 (stereo not given)	4	2	-2	0.1	3	-6	6	-1.1	0
Cc1ccc2c(c1)N(CC(=O)NCCCN1CCCC1)C(=O)CO2	8	1	-5	-0.1	0	-2	9	0.0	-2
N/C(=N\N=C\c1cccc([N+](=O)[O-])c1)c1nonc1N	3	1	-2	0.0	-19	-4	-2	0.8	-1
Cc1ccc(-c2nn(-c3ccccc3)cc2C(=O)O)o1	-1	8	-1	0.0	1	1	-13	-0.2	0
CCOc1cc(N2CCOCC2)c(OCC)cc1NC(=O)c1cc(C)cc(C)c1	-6	-1	8	0.2	4	4	-9	-0.4	-8
C[C@]12C=CC(=O)C=C1CCC1C3CC[C@](O)(C(=O)CO)[C@@]3(C)CC3OC312 (stereo not given in full)	10	-7	-2	0.4	17	-1	10	-0.6	3
Cc1ccc(-c2nc3ccccc3nc2Cl)cc1	3	3	-2	0.2	6	0	-64	1.9	-1
CCN1CCN(C(c2ccccc2OC)c2nnnn2C2CCCCC2)CC1 (stereo not given)	-1	-7	-1	0.1	1	-4	3	-1.3	-1
CCCN1CCN(S(=O)(=O)c2ccc3c(c2)NC(=O)C(C)S3)CC1 (stereo not given)	2	11	-7	-0.1	-4	2	-10	-0.3	-4
Cc1ccc2c(C)c(C(=O)NCCN3CCCC(O)C3)oc2c1C (stereo not given)	-12	2	-3	-0.2	-5	-3	-2	-0.1	-1
Cc1[nH]n(S(=O)(=O)c2ccccc2)c(=O)c1N=Nc1cccc(Cl)c1	-2	10	-1	-0.1	4	2	3	-2.0	0
COc1ccccc1NC1=NC(C)(C)N=C(N)N1	2	0	-5	0.1	1	2	-28	-3.1	1
CCS(=O)(=O)N1CCC(C(=O)N2CCN(Cc3ccccc3)CC2)CC1	7	-3	-3	-0.1	16	-7	-20	0.2	2
COC(=O)c1ccc(S(=O)(=O)NCc2ccccc2)n1C	-1	-4	9	-0.1	-10	-2	1	-0.1	-6
O=C(N/C(=C\c1ccc(Br)cc1)C(=O)N1CCOCC1)c1ccc(Br)o1	1	-15	2	0.0	15	-3	6	2.6	2
O=C(c1ccc(CS(=O)c2cccc(Cl)c2)o1)N1CCCCCC1 (stereo not given)	-8	9	-1	-0.1	4	-1	-5	-2.2	9
CC[C@H](C)[C@@H]1NC(=O)c2cc([N+](=O)[O-])cc(F)c2NCCCC[C@@H](C(N)=O)NC(=O)[C@H](CCCCN)NC1=O	-7	-2	2	0.1	21	0	1	3.5	1
COc1ccc(NC(=O)CC2C(=O)NCCN2C(=O)c2ccc(N(C)C)cc2)cc1 (stereo not given)	2	-2	-3	0.0	1	-4	-2	-1.3	0
CCCNC(=O)C(Cc1ccccc1)NC(=O)c1ccc(C(C)(C)C)cc1 (stereo not given)	-8	/	-3	0.3	2	/	2	0.0	/
Cc1cccc(NS(=O)(=O)c2cc3c4c(c2)C(C)C(=O)N4CCC3)c1 (stereo not given)	6	2	-2	-0.1	4	-1	22	0.6	-3
COc1ccc(CN(C)CC2CCCN(CCc3ccccc3C)C2)cc1O (stereo not given)	3	-1	1	0.0	0	-3	4	1.4	0
COc1ccc(C)cc1S(=O)(=O)Nc1cc2c3c(c1)C(C)C(=O)N3CCC2 (stereo not given)	5	-2	-2	-0.2	4	-4	129	-1.9	2
O=C(Oc1c(-c2ccccc2)c(=O)n2c3c(cccc13)CC2)c1ccc(F)cc1	-5	11	-1	0.6*	-5	-1	-13	2.4	-4
CN(C)CCCNc1ccc(-c2cc(Nc3cccc(Cl)c3)ncn2)cn1	-4	12	2	-0.1	35	2	10	3.1	0
Brc1ccc(C=Nc2ccc3c(c2)OCCOCCOCCO3)s1	0	-10	-2	0.4	15	-1	-1	-2.2	0

A different layout for some results above.
smiles,LYPLA2 counter,core dimer inh,PP1 counter,Efflux pump mplx,PREPL inh,TPT1 inh,JMJD2C inh,PP5 primary,CTSL1 counter
COc1ccc(C)cc1S(=O)(=O)Nc1cc2c3c(c1)C(C)C(=O)N3CCC2 (stereo not given),5,-2,-2,-0.2,4,-4,129,-1.9,2
O=C(Oc1c(-c2ccccc2)c(=O)n2c3c(cccc13)CC2)c1ccc(F)cc1,-5,11,-1,0.6*,-5,-1,-13,2.4,-4

(next part)
SMILES	LYPLA2 counter	core dimer inh	PP1 counter	Efflux pump mplx	PREPL inh	TPT1 inh	JMJD2C inh	PP5 primary	CTSL1 counter
CC(=O)c1ccccc1NC(=O)COC(=O)c1ccccc1NC(=O)c1ccccc1	-5	-3	-3	0.4	6	-11	-5	-2.5	2
COc1ccc(N2CC(C(=O)N[C@@H](C)C(=O)N3CCCCC3)CC2=O)cc1 (stereo not given in full)	3	-11	0	0.0	-6	-3	-1	3.1	2
CCCCn1c(-c2cccnc2)nc2cc3[nH]c(=O)c(C(C)C)nc3cc21	2	8	10	0.1	14	6	8	1.2	3
COc1ccc(CNc2nc3nc(C)c(Cl)c(C)n3n2)cc1	-4	4	-3	-0.1	8	3	-6	-0.9	2
O=C(C[n+]1cnn(CC(=O)c2ccc(Cl)cc2Cl)c1)c1ccc([N+](=O)[O-])cc1	5	-3	17*	-0.1	42	0	2	2.6	-1
CCc1ccc(N2C(=O)C3CCCN3C2=S)cc1 (stereo not given)	4	0	0	-0.1	4	1	-7	-0.9	2
CCCSC1=C(C#N)C(c2ccccc2OCC)CC(=O)N1 (stereo not given)	-3	0	-1	-0.1	-4	-1	-4	1.0	-5
CCCCCC(=O)Oc1cccc(N2C(=O)C3CCCCC3C2=O)c1 (stereo not given)	-6	0	-2	0.1	4	4	0	0.9	-42
O=C(NC(=S)Nn1cnnc1)c1ccccc1	0	3	0	0.0	0	-4	5	-0.6	0
CCOC(=O)CN1C(=O)S/C(=C\c2ccc3c(c2)OCO3)C1=O	8	5	3	0.2	12	-4	-3	0.9	1
O=C(Cc1ccccc1[N+](=O)[O-])N1CCOCC1	3	4	-2	-0.1	10	-1	10	-4.0	3
Cc1ccccc1OCC(O)Cn1c(Br)nc2c1c(=O)[nH]c(=O)n2C (stereo not given)	-4	5	-4	0.0	-15	-5	5	-3.1	5
CCN(CC)S(=O)(=O)N1CCN(S(=O)(=O)N2CCOCC2)CC1	5	-2	-2	0.1	3	-4	-24	4.5	-1
COc1ccc(OC)c(NC(=O)CN(Cc2ccc(Cl)cc2)S(C)(=O)=O)c1	-3	-1	1	0.1	-2	1	12	-1.2	-7
COc1cccc(-n2ccnc2SCC(=O)NCc2ccccc2)c1	-2	-1	2	-0.1	3	1	9	-1.5	1
CC(OC(=O)CC1CCCCC1)C(=O)Nc1ccc(F)cc1 (stereo not given)	-8	0	-1	0.3	13	3	2	-3.6	6
O=C(Nc1nnc(S(=O)(=O)N2CCCCCC2)s1)c1ccc(Br)cc1	2	-8	3	0.6	3	-5	-3	2.1	-4
COc1ccccc1CNC(=O)c1cc(S(=O)(=O)N2CCOCC2)cn1C	-4	6	-3	-0.1	1	1	-19	-1.9	0
COC(=O)C(NNc1ccccc1C)(NC(=O)c1ccc(F)cc1)C(F)(F)F (stereo not given)	-2	2	3	0.0	8	-3	5	1.5	1
CCOC(=O)CSc1ncc(OC)c(=O)[nH]1	-3	-6	-1	0.0	-7	-1	-6	-0.5	-2
C=CCc1c(C)[nH]c(=O)[nH]c1=O	3	-2	-3	-0.1	4	-3	-8	-2.2	0
CCOC(=O)N(C)c1ccc(C(O)(C(F)(F)F)C(F)(F)F)cc1	1	-4	-13	0.6	1	4	-7	3.0	-3
CCc1ccc(N=CC2=C(O)CC(c3ccco3)CC2=O)cc1 (stereo not given)	8	1	-8	0.1	10	-7	13	-8.0	17*
Cc1ccc(-c2cn(S(=O)(=O)c3ccc(C)cc3)nc2N)cc1	-21	0	0	-0.2	-30	0	-8	5.8	-3
CN(C)S(=O)(=O)Oc1ccc(C(=O)Nc2cccc(Cl)c2)cc1	0	-1	-1	0.5	5	1	2	5.0	-1

Compounds above that contain an aryl thioether with sulfur outside any ring, in the order listed:
SMILES	LYPLA2 counter	core dimer inh	PP1 counter	Efflux pump mplx	PREPL inh	TPT1 inh	JMJD2C inh	PP5 primary	CTSL1 counter
COc1ccccc1NC(=O)CSc1nnc(C)n1CC1CCCO1 (stereo not given)	4	2	-2	0.1	3	-6	6	-1.1	0
COc1cccc(-n2ccnc2SCC(=O)NCc2ccccc2)c1	-2	-1	2	-0.1	3	1	9	-1.5	1
CCOC(=O)CSc1ncc(OC)c(=O)[nH]1	-3	-6	-1	0.0	-7	-1	-6	-0.5	-2

More entries follow.
SMILES	LYPLA2 counter	core dimer inh	PP1 counter	Efflux pump mplx	PREPL inh	TPT1 inh	JMJD2C inh	PP5 primary	CTSL1 counter
CN(C)C(=O)c1ccc(NC(=O)c2ccccc2-c2ccccc2)cc1	0	2	-2	0.0	-6	3	9	-1.1	0
CS(=O)(=O)N(CC(=O)N1CCCCC1)C1CCCCC1	5	1	0	-0.1	1	0	-11	1.4	2
COC(=O)c1ccccc1C(=O)N1CC(O)CO1 (stereo not given)	10	0	-1	-0.2	4	-3	-3	-0.7	-2
O=C1COc2ccc(S(=O)(=O)N3CCN(c4ccccc4)CC3)cc2N1	0	7	1	0.1	-29	0	-3	1.1	-1
C=CCN(CC=C)CC(=O)Nc1cccc(Oc2cnccn2)c1	3	0	-3	0.0	1	-2	0	1.4	-1
Nc1[nH]nc2nc(N3CCCC3)nc(-c3ccccc3)c12	-7	-2	-2	0.0	-4	-2	-4	0.4	4

Five compounds drawn at random from those above, as already listed:
SMILES	LYPLA2 counter	core dimer inh	PP1 counter	Efflux pump mplx	PREPL inh	TPT1 inh	JMJD2C inh	PP5 primary	CTSL1 counter
CN(C)C(=O)c1ccc(NC(=O)c2ccccc2-c2ccccc2)cc1	0	2	-2	0.0	-6	3	9	-1.1	0
O=C1COc2ccc(S(=O)(=O)N3CCN(c4ccccc4)CC3)cc2N1	0	7	1	0.1	-29	0	-3	1.1	-1
Nc1[nH]nc2nc(N3CCCC3)nc(-c3ccccc3)c12	-7	-2	-2	0.0	-4	-2	-4	0.4	4
COC(=O)c1ccccc1C(=O)N1CC(O)CO1 (stereo not given)	10	0	-1	-0.2	4	-3	-3	-0.7	-2
C=CCN(CC=C)CC(=O)Nc1cccc(Oc2cnccn2)c1	3	0	-3	0.0	1	-2	0	1.4	-1

Some of the compounds tested. The share of hits here may be higher or lower than overall.
